STEP block: blocks human striatal-enriched tyrosine phosphatase; inhibition, % at 20 µM; recombinant STEP, OMFP fluorogenic substrate, fluorescence; 360,000 compounds, 0.25% hits; P54829;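 active means inhibition at 20 µM, scaled per plate between control wells, above about 37%, limit read from the data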;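 further: 0% = DMSO with enzyme and substrate and 100% = substrate only without enzyme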
Target sequence (P54829 whole entry, looked up): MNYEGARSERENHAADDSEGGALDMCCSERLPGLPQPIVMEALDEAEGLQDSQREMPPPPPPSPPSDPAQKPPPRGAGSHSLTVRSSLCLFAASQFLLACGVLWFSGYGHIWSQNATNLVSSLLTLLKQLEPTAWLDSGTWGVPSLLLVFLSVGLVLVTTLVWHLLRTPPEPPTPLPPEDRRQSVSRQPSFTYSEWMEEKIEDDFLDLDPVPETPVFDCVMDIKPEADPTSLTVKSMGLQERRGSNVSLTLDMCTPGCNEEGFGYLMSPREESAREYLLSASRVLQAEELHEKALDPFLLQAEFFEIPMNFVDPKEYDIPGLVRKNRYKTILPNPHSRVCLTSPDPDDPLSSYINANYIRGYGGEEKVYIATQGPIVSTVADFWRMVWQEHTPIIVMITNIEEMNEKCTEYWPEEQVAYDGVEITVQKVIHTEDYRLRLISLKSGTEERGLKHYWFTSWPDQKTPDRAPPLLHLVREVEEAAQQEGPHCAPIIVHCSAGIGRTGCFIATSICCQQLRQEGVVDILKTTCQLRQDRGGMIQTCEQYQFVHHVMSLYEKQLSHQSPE
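System: STEP (striatal-enriched tyrosine phosphatase) enzyme, cell-free; medium: Bis-Tris pH 6.0 buffer with DTT, detergent; dosing: 20 µM, 1% DMSO; times: reaction 20 min, ambient temperature; detection: fluorescence, 480/540 nm; read-out basis: normalized % inhibition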
Rin1-Abl PPI inh: human Rin1-Abl interaction inhibition. 360,000 compounds, 0.4% hits. inhibition, % at 7.35 µM. TR-FRET Rin1/Abl binding, biochemical. AID 588664; in the data active means inhibition above about 5%, passing the limit was not always enough
Neddylation inh: inhibitors of human cullin neddylation; calls only at 25 µM; P61081+Q13564; TR-FRET cullin neddylation, biochemical; 360,000 compounds, 0.58% hits; in the data active means inhibition above about 36%
LMPTP block: LMPTP (human) inhibition. P24666. recombinant LMPTP-A, OMFP fluorogenic substrate, fluorescence intensity. inhibition, % at 20 µM. 360,000 compounds, 0.22% hits;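 active means compounds that cut the enzyme signal by at least half of the control window in the single-dose screen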;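 further: plate controls were DMSO wells with enzyme plus substrate for no effect and substrate without enzyme for full effect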
Target sequence (P24666 whole entry, looked up): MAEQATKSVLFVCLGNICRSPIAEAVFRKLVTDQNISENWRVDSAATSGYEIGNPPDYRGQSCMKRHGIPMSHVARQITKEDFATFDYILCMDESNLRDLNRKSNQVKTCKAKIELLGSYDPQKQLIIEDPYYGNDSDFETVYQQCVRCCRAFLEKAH
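Assay system: LMPTP-A enzyme. Input: 0.625 nM LMPTP-A final. Probe or stimulus: 400 µM OMFP. Compound dosing: single 20 µM dose. Schedule: 50 min dark incubation at room temperature. Detection: fluorescence intensity of OMFP turnover product. Read-out: percent inhibition versus substrate-only and uninhibited controls. Benchmarks: no-enzyme low control, uninhibited high control.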
Scp-1 inhibitor: inhibitors of human Scp-1 phosphatase; Q9GZU7; Recombinant Scp1, phosphopeptide, malachite green phosphate absorbance; inhibition, % at 20 µM; 340,000 compounds, 0.88% hits; AID 493091;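 active means inhibition above about 50% at 20 µM, limit read from the data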;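 further: plate controls were DMSO wells with enzyme for no effect and wells lacking enzyme for full effect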
Target sequence (Q9GZU7 76-261 limits assumed): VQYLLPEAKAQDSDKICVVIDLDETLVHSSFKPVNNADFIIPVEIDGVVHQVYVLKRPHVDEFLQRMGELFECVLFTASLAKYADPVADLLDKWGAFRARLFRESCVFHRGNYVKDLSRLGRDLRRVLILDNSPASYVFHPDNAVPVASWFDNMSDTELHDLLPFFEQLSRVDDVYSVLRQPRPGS
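Test system: SCP-1 catalytic domain; Buffer or medium: Acidic Tris acetate buffer with magnesium and detergent; Also added: Phosphorylated 17-residue peptide substrate; Compound: single 20 µM dose, 1% DMSO; Schedule: enzyme reaction 45 min at room temperature, colour 5 min, stabilisation 30 min; Signal: Phosphate-binding colour reagent, absorbance read at 630 nm.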
Rpn11 inh: inhibitors of human proteasome Rpn11. calls only at 20 µM. human 26S proteasome, Ub4-pepOG fluorescence polarization; 20S core pre-blocked with epoxomicin. O00487. 360,000 compounds, 0.59% hits;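 active means inhibition at 20 µM, scaled to each plate's controls, above about 33%, limit read from the data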
NadD block: blocks S. aureus nicotinate mononucleotide adenylyltransferase; purified NadD enzyme, colorimetric absorbance read-out; inhibition, % at 20 µM; 360,000 compounds, 0.78% hits; AID 602399; in the data active means inhibition above about 26%; further: some compounds past the cut are filed as inactive
DNMT1 inh: inhibitors of human DNMT1; P26358; DNMT1 molecular beacon, Hinp1I cleavage, fluorescence; inhibition (reported as % activation of signal), % at 10 µM; 360,000 compounds, 0.83% hits; AID 588458; in the data active means inhibition above about 50%
CSN inh: CSN deneddylation inhibition; Purified CSN, SCF-Nedd8-OG deneddylation, fluorescence polarization; inhibition, % at 12.5 µM; AID 651999; Q92905; 360,000 compounds, 0.38% hits;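 active means pattern-corrected inhibition above about 35%, with an unprinted fluorescence ratio check between 0.5 and 1.5, limit read from the data, passing the limit was not always enough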;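 further: 0% = enzyme with substrate and 100% = substrate without enzyme; some results filed as inactive read as strong as hits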
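Test system: Human Csn5 produced in HEK293T cells | Compound: 12.5 µM single point | Times: 90 min, room temperature | Signal: Fluorescence polarization readout | Read-out basis: % inhibition of substrate cleavage by Csn5 | Controls: no-enzyme wells high, enzyme-with-substrate wells low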
SUMO1-SIM PPI: modulators of human SUMO1-mediated protein-protein interactions; P63165; SUMO1 binding to a labelled peptide, TR-FRET, 1 h; inhibition, % at 20 µM; 360,000 compounds, 0.33% hits; in the data active means inhibition above about 37%
Target sequence (P63165 whole entry, looked up): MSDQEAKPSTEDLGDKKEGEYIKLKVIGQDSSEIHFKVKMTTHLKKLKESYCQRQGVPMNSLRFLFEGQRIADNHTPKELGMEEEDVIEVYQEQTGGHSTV
Starred values were filed as active, the others as inactive; i = inactive; . = not tested or not shown; + = active, no number.

SMILES	STEP block	Rin1-Abl PPI inh	Neddylation inh	LMPTP block	Scp-1 inhibitor	Rpn11 inh	NadD block	DNMT1 inh	CSN inh	SUMO1-SIM PPI
Cc1ccc2cc(C#N)c(N3CCCN(S(=O)(=O)c4ccc(F)cc4)CC3)nc2c1	2	-49	i	2.4	-1	i	4	-10	6	-67
CN(C(=O)CSc1nc(-c2ccccc2)cs1)C1CCS(=O)(=O)C1 (stereo not drawn)	-1	1	i	-0.4	-2	i	-5	0	4	2
CCc1cc2c(-c3ccccc3)cc(=O)oc2cc1OC(=O)c1cccs1	-2	1	i	2.2	-8	i	-4	6	7	-2
CC1(C)OC(C)(C)/C(=C\c2ccccc2[N+](=O)[O-])C1=O	-1	1	i	0.7	-3	i	3	0	1	-8
CCC(C)c1ccccc1NC(=O)COC(=O)C1=COCCO1 (stereo not drawn)	-4	1	i	-0.4	-3	i	-8	0	-5	1
CC(=O)c1ccc(S(=O)(=O)N2CCN(CC(=O)Nc3ccc(Cl)c([N+](=O)[O-])c3)CC2)cc1	0	0	i	0.2	-5	i	10	-8	-2	-21
Cc1cc(Cl)ccc1OCCCC(=O)N1CCN(S(=O)(=O)c2ccccc2)CC1	0	2	i	1.7	-3	i	-5	-3	-4	9
Cc1cc(SCC(=O)c2ccccc2)nc(=O)[nH]1	4	2	i	8.3	10	i	0	-2	7	-20
CC(C)c1ccc(NC(=O)Nc2nc(C(N)c3ccccc3)cs2)cc1 (stereo not drawn)	3	7	i	-1.3	.	i	11	-18	2	-37
COc1ccccc1NC(=O)c1ccc2c(c1)N(CC(=O)NC(C)(C)C)C(=O)C(C)(C)O2	-3	6	i	-2.6	-2	i	-5	0	2	13
O=c1[nH]c(CSc2nnc(Nc3ccccc3)s2)nc2ccccc12	-1	-4	i	-0.4	-8	i	3	14	6	-3
CC1CCCCC1NC(=O)CN1CCC(O)(c2ccc3c(c2)OCO3)CC1 (stereo not drawn)	0	-7	i	0.9	7	i	0	1	6	4
COc1ccc(N2CCN(C(=S)Nc3cc(C)ccc3C)CC2)cc1	-1	3	i	-0.5	-6	i	2	-2	-3	3
Cc1nc2c3ccccc3[nH]c(=O)n2n1	-4	1	i	-0.3	0	i	1	5	0	-3
COc1ccccc1C1=CC(=O)C[C@H](c2ccc(Cl)cc2)C1	-3	1	i	3.6	-11	i	-5	-1	-3	-2
COc1ccccc1N(CC(=O)NCCSc1ccccn1)S(=O)(=O)c1ccccc1	2	0	i	0.1	0	i	0	2	-3	0
Cc1ccc(NC(=O)C2CCN(C(=O)[C@@H]3Cc4ccccc4CN3)CC2)cc1	-4	4	i	-0.7	-2	i	0	1	1	8
CCN(CC(=O)Nc1ccc(NC(C)=O)cc1)C(=O)CSc1nnc(-c2ccco2)n1CC	-2	2	i	-0.6	3	i	1	0	-5	1
Cc1ccc(NC(=O)CSc2n[nH]c(-c3cccnc3)n2)cc1Cl	-2	-2	i	-1.6	-12	i	-6	-1	1	3
C[C@H]1COC(=O)[C@@H](Cc2ccc(F)cc2)C/C=C\C[C@H](CC(=O)N(CCO)Cc2ccccc2)C(=O)N1	5	1	i	0.7	-8	i	-5	0	-2	3
C=CCN(c1ccccc1)S(=O)(=O)c1cc(C(=O)NC2=NCCS2)ccc1Cl	-3	0	i	1.7	-2	i	7	0	1	6
COc1ccc(N(C(C)C(=O)NC2CCCCCC2)S(C)(=O)=O)cc1 (stereo not drawn)	0	-1	i	-0.7	-1	i	8	1	-5	-1
O=C(/C=C/c1ccccc1)CCN1CCOCC1	2	2	i	-0.4	1	i	2	5	-4	1
CCC(C(=O)OCC(=O)Nc1cc(Cl)cc(Cl)c1)c1ccccc1 (stereo not drawn)	-3	3	i	4.3	-8	i	-5	-6	-3	-3
CCOc1ccc(C(=O)NCc2ccccc2)cc1Br	-4	-1	i	-1.2	-14	i	-10	1	-4	-3

Given bar-delimited: 12 of the compounds above.
molecule | STEP block | Rin1-Abl PPI inh | Neddylation inh | LMPTP block | Scp-1 inhibitor | Rpn11 inh | NadD block | DNMT1 inh | CSN inh | SUMO1-SIM PPI
Cc1nc2c3ccccc3[nH]c(=O)n2n1 | -4 | 1 | i | -0.3 | 0 | i | 1 | 5 | 0 | -3
COc1ccccc1C1=CC(=O)C[C@H](c2ccc(Cl)cc2)C1 | -3 | 1 | i | 3.6 | -11 | i | -5 | -1 | -3 | -2
COc1ccccc1N(CC(=O)NCCSc1ccccn1)S(=O)(=O)c1ccccc1 | 2 | 0 | i | 0.1 | 0 | i | 0 | 2 | -3 | 0
Cc1ccc(NC(=O)C2CCN(C(=O)[C@@H]3Cc4ccccc4CN3)CC2)cc1 | -4 | 4 | i | -0.7 | -2 | i | 0 | 1 | 1 | 8
CCN(CC(=O)Nc1ccc(NC(C)=O)cc1)C(=O)CSc1nnc(-c2ccco2)n1CC | -2 | 2 | i | -0.6 | 3 | i | 1 | 0 | -5 | 1
Cc1ccc(NC(=O)CSc2n[nH]c(-c3cccnc3)n2)cc1Cl | -2 | -2 | i | -1.6 | -12 | i | -6 | -1 | 1 | 3
C[C@H]1COC(=O)[C@@H](Cc2ccc(F)cc2)C/C=C\C[C@H](CC(=O)N(CCO)Cc2ccccc2)C(=O)N1 | 5 | 1 | i | 0.7 | -8 | i | -5 | 0 | -2 | 3
C=CCN(c1ccccc1)S(=O)(=O)c1cc(C(=O)NC2=NCCS2)ccc1Cl | -3 | 0 | i | 1.7 | -2 | i | 7 | 0 | 1 | 6
COc1ccc(N(C(C)C(=O)NC2CCCCCC2)S(C)(=O)=O)cc1 (stereo not drawn) | 0 | -1 | i | -0.7 | -1 | i | 8 | 1 | -5 | -1
O=C(/C=C/c1ccccc1)CCN1CCOCC1 | 2 | 2 | i | -0.4 | 1 | i | 2 | 5 | -4 | 1
CCC(C(=O)OCC(=O)Nc1cc(Cl)cc(Cl)c1)c1ccccc1 (stereo not drawn) | -3 | 3 | i | 4.3 | -8 | i | -5 | -6 | -3 | -3
CCOc1ccc(C(=O)NCc2ccccc2)cc1Br | -4 | -1 | i | -1.2 | -14 | i | -10 | 1 | -4 | -3

Returning to the listing; the two compounds before the break are reprinted first.
SMILES	STEP block	Rin1-Abl PPI inh	Neddylation inh	LMPTP block	Scp-1 inhibitor	Rpn11 inh	NadD block	DNMT1 inh	CSN inh	SUMO1-SIM PPI
CCC(C(=O)OCC(=O)Nc1cc(Cl)cc(Cl)c1)c1ccccc1 (stereo not drawn)	-3	3	i	4.3	-8	i	-5	-6	-3	-3
CCOc1ccc(C(=O)NCc2ccccc2)cc1Br	-4	-1	i	-1.2	-14	i	-10	1	-4	-3
O=C(O)c1cccc(Cn2c(Cl)c(/C=N/NC(=O)c3cc4ccccc4cc3O)sc2=O)c1	4	0	i	55*	34	i	12	23	14	12
CC1=NN(c2ccccc2)C(=O)C1/C=C1\NC(=S)NC1=O (stereo not drawn)	5	3	i	4.0	2	+	25	90*	34	33
COC(=O)c1cnc(N2CCCN(S(=O)(=O)c3ccc(C(F)(F)F)cc3)CC2)nc1C(F)(F)F	0	0	i	3.5	-9	i	-7	2	4	5
CCN(CCNC(=O)C1CCN(Cc2nc(-c3ccc(Cl)cc3)oc2C)CC1)c1ccccc1	-3	-2	i	0.5	-14	i	-8	-3	-3	2
CCCCS(=O)(=O)/C=C\C1C2C=CC(C2)C1S(=O)(=O)CCCC (stereo not drawn)	3	1	i	-4.4	6	i	1	-2	4	-2
Cc1nc2ccccc2c(=O)n1/N=C/c1c(O)ccc2oc3c(c12)CCCC3	6	-1	i	1.3	-4	i	2	14	1	0
Cc1nc(-c2ccc(S(=O)(=O)Nc3ccc(Br)cc3F)cc2)co1	0	-1	i	1.0	-5	i	-2	0	2	8
O=C(Nc1ccc(Cl)c(Cl)c1)N[C@@H]1CC[C@@H](CCn2cc(C3CCCCC3)nn2)O[C@@H]1CO	.	.	i	1.3	.	.	.	.	-2	-3
CC[C@H](C)[C@H](NC(=O)OCc1ccccc1)C(=O)Nc1ccc(NC(C)=O)cc1	-1	4	i	-7.3	-2	i	2	4	-7	2
O=S(=O)(Nc1cccc(-n2cnnn2)c1)c1ccccc1	-1	0	i	1.7	-4	i	-7	3	0	-6
CCOC(=O)C1=NNC(C(=O)OCC)C1c1ccccc1 (stereo not drawn)	1	-1	i	0.8	17	i	3	-4	4	-1
COCCNC(=O)C1(C)CCCN(C(=O)c2ccccc2OC)C1 (stereo not drawn)	-1	-1	i	0.0	.	i	-1	4	0	-8
CC(=O)Nc1ccc(S(=O)(=O)NC(C(=O)O)C2=CCC=CC2)cc1 (stereo not drawn)	-3	5	i	-0.9	7	i	-2	12	4	5
CCCn1c(N)c(C(=O)CSc2nncs2)c(=O)[nH]c1=O	2	0	i	-0.9	-8	i	2	2	2	-3
OC1(c2ccc(Cl)c(Cl)c2)C[n+]2ccccc2N1Cc1ccccc1 (stereo not drawn)	0	-1	.	-0.1	12	i	-3	5	-3	-4
COc1ccc(O)c(C(=O)CC(=O)c2ccccc2C)c1	1	0	i	2.2	-5	i	1	-4	9	-2
Cn1nc(-c2ccc(C(=O)NC3CCCCC3)cc2)c2ccccc2c1=O	-1	1	i	-0.4	-5	i	1	1	4	0
CCOC(=O)COc1ccc(S(=O)(=O)N2CCN(c3ccc(F)cc3)CC2)cc1	1	0	i	1.5	-4	i	-4	-6	-2	1
O=C(Nc1ccccc1F)c1cc(S(=O)(=O)N2CCOCC2)cs1	-1	2	i	-0.8	-5	i	-6	4	0	-1
COC(=O)CN(c1ccc(OCc2ccccc2)cc1)S(C)(=O)=O	-1	1	i	0.9	-5	i	0	-5	-2	-2
O=C(Nc1ccc(SC(F)F)cc1)C1=CC=CN2CCS(=O)(=O)N=C12	4	0	i	-0.4	-3	i	1	3	6	-14
O=C(C1CC(c2ccc(F)cc2)=NO1)N1CCCCC1 (stereo not drawn)	3	-3	i	-1.9	-1	i	-2	5	-1	-1
Cc1nccn1CC(O)COc1ccc([N+](=O)[O-])cc1 (stereo not drawn)	0	0	i	7.4	-6	i	-1	2	0	-18
O=C(O)c1ccc(NC(=O)c2cc3ccccc3o2)cc1	1	-3	i	-2.3	-8	i	-4	2	1	3
Cc1ccc(S(=O)(=O)N(C)CCCC(=O)n2nc(C)cc2C)cc1	2	0	i	-0.7	-5	i	3	0	0	3
O=C(CNC(=S)N(CCCN1CCOCC1)Cc1cccs1)NCc1ccccc1Cl	4	2	i	-1.4	-2	i	3	-1	-5	-3
Cc1cc(C)c2[nH]c(O)c(N=NC(=S)NCC3CCCO3)c2c1 (stereo not drawn)	0	-12	i	-0.2	-3	i	6	4	-7	-9

Bioassay records deposited in PubChem by several laboratories.
